S1P2 blocker – antagonists of human S1P2 receptor; inhibition, % at 5 µM; cell-based S1P2 antagonist assay, inhibition at 5 uM; hit rate 0.21% among 97,000; in the data active means inhibition above about 45%;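 further: CRE beta-lactamase reporter cells expressing human S1P2 stimulated with S1P; 0% = agonist at EC80 alone and 100% = agonist plus reference antagonist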
Target sequence (O95136 whole entry, looked up): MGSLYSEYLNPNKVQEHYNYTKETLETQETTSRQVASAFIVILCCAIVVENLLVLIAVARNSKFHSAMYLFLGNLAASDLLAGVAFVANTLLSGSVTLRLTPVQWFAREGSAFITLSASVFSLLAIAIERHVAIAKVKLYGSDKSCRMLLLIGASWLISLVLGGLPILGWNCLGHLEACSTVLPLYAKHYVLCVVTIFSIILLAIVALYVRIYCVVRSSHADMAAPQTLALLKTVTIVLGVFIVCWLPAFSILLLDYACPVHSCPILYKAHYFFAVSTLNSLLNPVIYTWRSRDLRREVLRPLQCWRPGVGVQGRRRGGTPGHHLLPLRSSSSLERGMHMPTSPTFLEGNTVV
sEH act – increases human soluble epoxide hydrolase activity; P34913; purified human sEH enzymatic activity, activator screen; activation, % at 2 µM; hit rate 0.04% among 91,000; in the data active means activation above about 37%; further: values of inactives mirror those of a sister screen read the other way
Target sequence (P34913 whole entry, looked up): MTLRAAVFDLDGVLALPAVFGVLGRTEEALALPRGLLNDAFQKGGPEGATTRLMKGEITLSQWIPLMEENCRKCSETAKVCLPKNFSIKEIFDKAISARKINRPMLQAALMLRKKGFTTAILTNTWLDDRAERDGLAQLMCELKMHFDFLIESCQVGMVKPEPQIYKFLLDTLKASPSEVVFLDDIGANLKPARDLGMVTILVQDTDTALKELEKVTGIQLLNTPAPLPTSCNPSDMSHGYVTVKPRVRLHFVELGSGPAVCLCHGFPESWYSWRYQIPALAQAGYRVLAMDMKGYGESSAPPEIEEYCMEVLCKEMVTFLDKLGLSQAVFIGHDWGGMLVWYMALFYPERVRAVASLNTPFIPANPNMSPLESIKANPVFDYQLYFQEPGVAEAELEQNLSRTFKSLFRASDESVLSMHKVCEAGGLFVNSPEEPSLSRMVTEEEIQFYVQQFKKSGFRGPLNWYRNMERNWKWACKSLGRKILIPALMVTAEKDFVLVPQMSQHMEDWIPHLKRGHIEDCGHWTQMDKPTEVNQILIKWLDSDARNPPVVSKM
CYP2C19 activ – activators of human cytochrome P450 2C19; recombinant CYP2C19, luciferin-H EGE luminescence; hits give high values; 0 = fully inhibited enzyme, 1 = untreated enzyme; activation factor at 5 µM; P33261; 96,000 tested, under 10 active;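 active means activation factor of at least 2 at 5 µM in the primary screen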;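 further: 0 = wells with 2.5 mM tranylcypromine and 1 = vehicle-only wells; values of inactives mirror those of a sister screen read the other way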
PostGolgi ctrl – yeast control strain growth, post-Golgi counter-screen; efflux-deficient yeast background strain, growth absorbance A615, 16 h; inhibition, % at 10 µM; hit rate 5% among 98,000; AID 738
sEH inh – blocks human soluble epoxide hydrolase activity | P34913 | recombinant human sEH enzymatic activity assay | inhibition, % at 2 µM | hit rate 0.34% among 91,000; in the data active means inhibition above about 80%; further: values of inactives mirror those of a sister screen read the other way; many of its hits are not listed in these tables
PostGolgi yeast – growth inhibition of a yeast mutant, post-Golgi transport screen; AID 739; post-Golgi transport phenotypic cell assay; hit rate 0.9% among 98,000; inhibition, % at 10 µM;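 further: yeast cells grown in 1536-well plates; yeast grown about 18 h at 30C before absorbance read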
CYP2C19 inhib – human CYP2C19 inhibition; P33261; hit rate 21% among 96,000; CYP2C19 Supersomes, luciferin-H EGE luminescence, 30 min; inhibition, % at 5 µM; AID 778;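 active means CYP2C19 inhibition above a set limit at 5 µM in the primary screen, cut at about 50% in these data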;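 further: plate controls were negative control wells for no effect and 2.5 mM tranylcypromine positive control for full effect; values of inactives mirror those of a sister screen read the other way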
S1P2 ag – activates the human S1P2 receptor; O95136; S1P2-expressing cell line, agonist reporter read-out; activation, % at 4.5 µM; hit rate 0.46% among 97,000; AID 729; in the data active means activation above about 16%;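 further: 0% = vehicle low control and 100% = maximal reference agonist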
DAT uptake mod – changed human dopamine transporter uptake under cocaine IC80 | AID 449768 | hit rate 1.3% among 110,000 | LLC-PK1 hDAT cells, [14C]-dopamine uptake with cocaine IC80; actives deviate in either direction | Q01959 | B-score at 10 µM;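 active means Z score or B-score, a plate-position-corrected score, falls beyond the plate's 99.7% confidence bounds, in either direction; inactive means both scores lie inside the 99.7% bounds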;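 further: scored against the spread of the other compound wells on the same plate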
Numbers without * were called inactive; nt = no result given. Unless noted, no stated cut-off is given here; in the data, active means inhibition above about 30%; inactive means the rest.

SMILES	S1P2 blocker	sEH act	CYP2C19 activ	PostGolgi ctrl	sEH inh	PostGolgi yeast	CYP2C19 inhib	S1P2 ag	DAT uptake mod
Cc1ccnc(NC(=O)CCC(=O)N(CC(=O)NC2CCCCC2)CC2CCCO2)c1 (centres undefined)	4	-4	0.9	-6	5	-11	9	-9	-0.53
O=c1oc2c3c4c(cc2c(C(F)(F)F)c1CCN1CCOCC1)CCCN4CCC3	27	6	0.9	20	-6	5	5	-6	0.0068
COc1ccc(C(=O)Nc2cc(C)ccc2NC(=O)COc2ccccc2)cc1	7	5	0.8	-13	-2	-12	17	-9	-0.52
Cc1ccc(C(=O)Nc2nnn(C)n2)cc1	10	-1	0.9	-11	4	-4	9	-7	-0.56
COc1ccc(N2CCN(CCNC(=O)CCN3C(=O)COc4ccccc43)CC2)cc1	nt	nt	0.9	3	nt	-6	6	nt	0.67
O=C(Nc1ccccc1Sc1ccccc1)C1CCCO1 (centres undefined)	1	0	0.3	38*	4	-3	69*	-3	-0.13
Cc1[nH]nc(N=CC2=C(O)CC(C)(C)CC2=O)c1-c1ccccc1	0	-8	1	15	6	3	4	-5	-0.01
Oc1ccc(Cl)cc1C1=NCCNC(C(F)(F)C(F)F)=C1	5	20	1	5	-21	-5	2	-6	-0.22
CN=C1CC(C)(C)CC(=O)/C1=C(/O)CCC(=O)NC	8	-7	nt	5	6	2	nt	-4	0.037
COc1cc2c(cc1OC)C(C(=O)NC1CC1)C1c3ccccc3CCN1C2=O (centres undefined)	-4	1	nt	nt	-1	nt	nt	-3	2.1
OCc1nc(CO)n(Cc2ccccc2)n1	-11	8	nt	nt	-6	nt	nt	-1	-0.69
COc1ccc(C)cc1S(=O)(=O)N(C)CC(=O)NCc1ccco1	13	9	0.7	0	-7	-4	27	-2	1.1
CC(C)CCOc1ccc(-c2c(=O)n(OCc3ccc([N+](=O)[O-])cc3)c3ccccc3[n+]2[O-])cc1	-4	-15	0.9	13	17	1	14	-2	-0.16
CCSc1ccccc1C(=O)Nc1cc(C)on1	-20	7	0.9	4	-6	-3	9	-3	-0.082
Cc1cc(C(=O)NCc2cccs2)c(C)o1	18	-3	0.5	-6	-3	23	50*	0	0.73
Cc1noc(C)c1S(=O)(=O)N1CCCCC1	5	10	0.9	2	-14	-18	12	-3	-0.057
CC(C)C[C@H](N)c1nnc(S(=O)(=O)Cc2ccc(F)cc2)o1	nt	nt	0.8	10	nt	-6	17	nt	-0.95
CCN(CC)S(=O)(=O)c1ccc2c(c1)nc(SCn1nnc3ccccc3c1=O)n2CC	-6	-12	0.8	4	13	-1	20	-9	0.85
CCCn1nc(CC(=O)O)c2ccccc2c1=O	5	6	1.1	4	-9	1	-8	-1	-0.29
CCC(C)(C)n1nnnc1C(c1cc2cccc(C)c2[nH]c1=O)N1CCCC1 (centres undefined)	5	9	1	14	-12	-1	4	-2	0.17

Profiles from above.
Listed for `O=c1oc2c3c4c(cc2c(C(F)(F)F)c1CCN1CCOCC1)CCCN4CCC3` → S1P2 blocker = 27; sEH act = 6; CYP2C19 activ = 0.9; PostGolgi ctrl = 20; sEH inh = -6; PostGolgi yeast = 5; CYP2C19 inhib = 5; S1P2 ag = -6; DAT uptake mod = 0.0068
Listed for `COc1ccc(N2CCN(CCNC(=O)CCN3C(=O)COc4ccccc43)CC2)cc1` → S1P2 blocker = nt; sEH act = nt; CYP2C19 activ = 0.9; PostGolgi ctrl = 3; sEH inh = nt; PostGolgi yeast = -6; CYP2C19 inhib = 6; S1P2 ag = nt; DAT uptake mod = 0.67

Next part
SMILES	S1P2 blocker	sEH act	CYP2C19 activ	PostGolgi ctrl	sEH inh	PostGolgi yeast	CYP2C19 inhib	S1P2 ag	DAT uptake mod
COc1ccc(-c2nn(CC(=O)N(C)C)c(=O)c3ccccc23)cc1	6	nt	0.9	14	nt	-2	6	-3	-0.057
CCOC(=O)c1cccc(S(=O)(=O)N(CCO)Cc2cc3cc(OC)c(OC)cc3[nH]c2=O)c1	16	5	1	-3	-4	2	3	-2	0.54
O=C(CCCN1C(=O)c2ccccc2C1=O)NCC1CCCO1 (centres undefined)	-1	-11	1	-3	11	-2	-3	-6	-0.46
COc1ccc(O)c(-c2cc(-c3cccs3)[nH]n2)c1	-2	-9	0.6	11	8	-6	37	-8	0.42
O=C(Nc1cc(C(=O)N2CCOCC2)cc(C(=O)N2CCOCC2)c1)c1cc(F)c(F)cc1Cl	10	2	0.9	28	3	-4	7	-1	-0.13
Cc1ccc(NCc2nnc(SCc3ccc(C#N)cc3)n2Cc2ccco2)c(C)c1	8	4	0.1	40*	-5	49*	92*	-5	2.8
O=C(O)C1CC=C(Cl)CC1C(=O)NCC1OCCc2ccccc21 (centres undefined)	6	14	1	9	-17	-5	3	-1	0.078
Cc1ccc(-c2nn[nH]n2)o1	5	1	1	-2	-2	1	-2	-3	-0.29
CCOc1ccc(-c2csc(C3COc4ccccc4O3)n2)cc1 (centres undefined)	8	8	nt	nt	-5	nt	nt	-4	-0.13
CCOC(=O)Cn1c(=O)n(Cc2ccco2)c(=O)c2ccc(C(=O)NC3CCCC3)cc21	7	nt	0.6	4	nt	0	39	-3	0.83
O=C(CSc1nnc2c(Cl)cc(Cl)cn12)N1CCN(S(=O)(=O)c2ccccc2)CC1	23	-7	0.9	1	8	6	6	-8	0.26
Cc1ccc2c(c1Br)/C(=N/N1C(=O)c3ccccc3C1=O)C(=O)N2	1	16	0.7	5	-15	-5	30	-1	nt
O=C(CSc1nc2ccsc2c(=O)n1-c1ccccc1)N1CCCC1	-4	nt	1.1	1	nt	-4	-5	-1	-0.01
O=C(/C=C/c1ccc(OC2CSC2)cc1)c1ccccc1	7	1	0.4	8	2	-4	61*	-5	2.5
COc1ccc2cc(CN(Cc3ccco3)Cc3nnnn3C3CCCCC3)c(=O)[nH]c2c1	17	-5	0.2	9	2	-5	84*	-7	1.3
CC(C)Cn1c(Br)nc2c1c(=O)n(CCC#N)c(=O)n2C	0	-4	1	4	4	6	1	-12	0.27
Cc1ccc(-c2nc3nc4ccccc4nc3n2Cc2ccco2)cc1	nt	nt	1	14	nt	1	1	nt	-0.075
CC1(C)Oc2ccc3ccc(=O)oc3c2/C(=C/Nc2ccccc2)C1=O	-55	3	1	1	-2	8	-2	-2	-0.37
CCn1c(COc2cccc(C)c2)nc2ccccc21	2	0	nt	nt	2	nt	nt	-5	1.3
Cc1cccc(C)c1NC(=O)CN1C(=O)S/C(=C\c2cccn2-c2cccc(C(=O)O)c2)C1=O	-18	8	1	19	-4	-6	3	-2	0.16
Cc1nc2ccc(NC(=O)c3cccs3)cc2c(=O)n1Cc1ccc(Cl)cc1	-22	0	0.2	32*	0	-3	79*	-3	0.024
CCCCOc1cccc(NC(=O)CSc2nccn2C)c1	8	-4	0.7	2	6	-6	31	-5	2.7*
C=CCn1c(=N)n(CC(=O)OC)c2ccccc21	5	12	1.1	2	-12	-5	-5	-2	0.14
O=C(NCC1CCCO1)c1cc2ccccc2[nH]1 (centres undefined)	nt	nt	0.8	4	nt	2	20	nt	-0.81
COc1cc(NC(=O)c2ccc3c(c2)OCO3)ccc1NC(=O)c1ccco1	-2	-2	nt	nt	3	nt	nt	-4	-1.3
CC1=CC(c2ccccc2)n2nc(N3C(=O)CCC3=O)nc2N1 (centres undefined)	-15	5	nt	nt	-6	nt	nt	-4	-0.48
Cc1cc(C(=O)N/N=C/c2ccccc2Br)no1	-130	-20	1.1	18	21	-1	-12	-8	1.7
C=CCNC(=O)CN1CCC(O)(c2ccc(F)cc2)CC1	0	-4	1.1	2	2	17	-8	-5	-0.015
Cc1ccc(-c2nc3ncccc3o2)cc1NC(=O)COc1ccccc1	-11	4	0.9	-13	-9	6	8	-4	-0.013
CC(NC(=O)Nc1cccnc1)(C(F)(F)F)C(F)(F)F	20	nt	1.2	11	nt	18	-16	-6	-1.1
CC1CCc2c(sc3c2C2=NS(=O)(=O)CCN2C=N3)C1 (centres undefined)	4	4	1.1	-16	-5	-2	-10	-2	0.14
Cc1ccc(N(CC(N)=O)C2SC(=O)N(Cc3ccccc3)C2=O)cc1 (centres undefined)	15	nt	0.6	11	nt	0	42	-5	1.9
Cc1cc(C)cc(NC(=O)CN2CCN(c3ncccn3)CC2)c1	-20	-2	0.7	2	1	-8	26	0	0.73
O=C(O)c1ccc(NS(=O)(=O)c2ccc(Cl)cc2)cc1	-2	3	1	-4	2	16	-2	4	0.057
Cn1c(=O)c2cc(S(=O)(=O)NC(C(=O)NCc3cccnc3)c3ccccc3)ccc2n(C)c1=O (centres undefined)	-24	-4	0.7	3	4	0	29	-2	-0.12
O=S(=O)(c1ccc(Cl)s1)N1CCN(c2ncccn2)CC1	15	-26	0.8	7	29	0	24	-3	-0.0033
Cc1cc2oc(=O)cc(CN3CCCc4ccccc43)c2cc1C	nt	nt	0	12	nt	3	96*	nt	0.95
CC1=CCC(C(=O)N/N=C/c2cccs2)C(c2ccc(F)cc2)C1 (centres undefined)	-23	-6	0.6	45*	5	3	39	-7	-1.1
O=C(/C=C/c1ccc2c(c1)OCO2)NCCSCc1cccc(Cl)c1	8	-30	0.7	9	31	-2	25	-7	nt
CCN(CC)c1nc2ccccc2n2cnnc12	-37	nt	1	-4	nt	-4	0	5	-0.29
Cc1nnc(NC(=O)CSc2nnc(-c3ccoc3C)n2CC(C)C)s1	4	-3	0.6	7	5	5	41	-9	0.88
OC(COc1ccc(C2C=CCC2)cc1)CN1CCCCC1 (centres undefined)	9	0	1.2	5	0	-3	-24	-5	0.32
CCOc1ccc(S(=O)(=O)N2CCN(C)CC2)c(C)c1C	2	-2	0.7	-2	7	10	28	-2	0.5
COc1ccc(Cn2nnnc2C(c2ccc(C)cc2)N2CCN(C3CCCC3)CC2)cc1 (centres undefined)	1	-2	0.6	11	4	-1	41	-2	-0.12
CCC(NC(=O)NCc1cccnc1)(C(F)(F)F)C(F)(F)F	12	13	0.1	3	-14	-1	87*	-1	-0.056
COc1ccccc1C1CN=NC12CCCc1ccccc1C2=O (centres undefined)	-10	6	0.3	35*	-5	-14	71*	-12	-0.065
Nc1nnc(CSCc2ccccc2)s1	18	-4	0.8	0	4	4	16	0	0.74
COc1ccccc1CC(=O)Nc1ccc(-c2noc(COc3ccc(Br)cc3)n2)cc1	5	-10	1	-7	7	-18	1	0	-0.03
COc1ccc(C)cc1NC(=O)c1ccc(NC(=O)CC2SC(N3CCCC3)=NC2=O)cc1 (centres undefined)	-15	-2	1	17	5	2	3	-3	-0.33
CCN(CC)S(=O)(=O)c1ccc(F)c(C(=O)NCCCN2CCOCC2)c1	nt	nt	1.2	3	nt	-5	-17	nt	-0.73
c1ccc(-c2nc(-c3ccco3)cs2)nc1	-13	22	0.7	4	-23	-7	32	-3	1.1
CC(C)CN(/C=N/c1sc2c(c1C#N)CCCCC2)CC(C)C	-11	-6	1	8	7	-1	-4	10	1.1
COc1ccccc1N1CCN(Cc2nc(N)nc(Nc3ccccc3)n2)CC1	-2	4	0.7	2	-2	-5	30	-7	1.4
CC(=O)NCCOc1c(C)cc(S(N)(=O)=O)cc1C	-1	-1	1.1	-8	0	25	-12	0	0.0053
O=[N+]([O-])c1ccc(/C=N/n2c(C3CCCCC3)n[nH]c2=S)cc1	-6	-10	1	10	9	-10	2	-2	0.8
O=C(Nc1ccccc1Cl)O/N=C/c1ccncc1	10	5	nt	nt	-2	nt	nt	-6	1.5
CNC(=O)CC12CC3CC(CC(C3)C1)C2	-9	-5	1	3	2	-9	-1	-2	-0.47
O=C(Nc1ccc2c(c1)OCO2)C1CCN(S(=O)(=O)Cc2ccccc2)CC1	5	-27	0.5	2	28	2	46	-1	-0.13
O=C(Nc1ccccc1)/C(=C\c1ccncc1)NC(=O)c1ccccc1	0	9	0	7	-6	-9	100*	-4	-0.87
CCOC(=O)C(=CNc1cc(C)nn1C(C)(C)C)C(=O)OCC	-5	nt	0.8	9	nt	10	21	-2	0.065
COc1ccc(/C=N/n2c(=O)[nH]c3c([nH]c4ccc(Br)cc43)c2=O)cc1CN1CCOCC1	7	-3	0.7	8	4	4	31	-2	0.19
